Compound activity as filed in PubChem BioAssay.
Salmonella PhoP GFP – inhibitors of PhoP regulon expression, primary screen, Salmonella Typhimurium, GFP reporter (AID 1863); S. Typhimurium PhoP-regulated promoter GFP reporter, 4 h; higher % means a stronger effect; one-dose inhibition, % at 50 µM; IC50 in µM for titrated hits; 300,000 compounds, 0.16% hits;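 active means inhibition over 29.93%, a cutoff 3 SD above the screen mean, later confirmed by dose response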;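 further: 0% = low Mg2+ inducing control and 100% = high Mg2+ repressing control; strong numbers were not always called active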
NOD1 NF-kB reporter – inhibition of NOD1-driven NF-kB reporter – cell-based, luminescence, uHTS, primary screen (AID 1578) | NOD1-driven NF-kB luciferase reporter cells, luminescence; higher % means a stronger effect | inhibition, % at 4 µM, or EC50 in µM where a hit was titrated | 290,000 compounds, 1% hits; in the data active means inhibition mostly above about 36%, no sharp cut-off; inactive means mostly below about 34%;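 further: HEK-293T reporter cells stimulated with the NOD1 agonist gamma-tri-DAP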
KOR beta-arrestin-1 – KOR antagonists, beta-arrestin recruitment, cell-based, luminescence, uHTS (AID 1778) | KOR beta-arrestin recruitment, luminescence, antagonist mode; higher % means a stronger effect | 290,000 compounds, 0.091% hits | inhibition, % at 10 µM; hits with a dose series show IC50 in µM; further: strong numbers were not always called active
HIV peptide binding – inhibitors of HIV fusion peptide binding, primary screen, biochemical, uHTS, fluorescence dequenching (AID 1986). cell-free peptide binding, fluorescence dequenching, 30 min; higher % means a stronger effect. inhibition, % at 20 µM; hits with a dose series show IC50 in µM. 290,000 compounds, 0.3% hits; in the data active means inhibition mostly above about 52%, no sharp cut-off; inactive means mostly below about 76%; further: some results filed as inactive read as strong as hits
HEK293 NOD2/NF-kB – inhibition of NOD2-driven NF-kB reporter – cell-based, luminescence, uHTS, HEK293 (AID 1566) | HEK293 NOD2/NF-kB luciferase reporter, luminescence; higher % means a stronger effect | one-dose inhibition, % at 4 µM; EC50 in µM for titrated hits | 290,000 compounds, 0.63% hits; further: many of its hits are not listed in these tables
LYP phosphatase – inhibitors of LYP phosphatase, biochemical, fluorescence intensity, uHTS (AID 1779) | 290,000 compounds, 0.054% hits | recombinant LYP phosphatase, fluorescence intensity; higher % means a stronger effect | inhibition, % at 11.5 µM, or IC50 in µM where a hit was titrated;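 further: plate controls were vehicle with enzyme for no effect and no enzyme for full effect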
Myeloid diff 2 – promotes myeloid progenitor differentiation; ER-HoxA9 myeloid progenitors, lysozyme-GFP differentiation, flow cytometry; calls only at 10 µM; 360,000 compounds, 1% hits; AID 624256;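 active means normalized GFP-positive differentiation at or above the plate's own cutoff, the solvent-only control mean plus 3 SD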;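 further: cells exposed to compound for four days before flow analysis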
KOR beta-arrestin-2 – KOR agonists, beta-arrestin recruitment, primary screen, cell-based, luminescence, uHTS (AID 1777); KOR beta-arrestin recruitment, luminescence; higher % means a stronger effect; activation, % at 10 µM, or EC50 in µM where a hit was titrated; 280,000 compounds, 0.02% hits; in the data active means activation above about 50%, passing the limit was not always enough; further: a part of the inactive calls stands beside numbers as strong as those of hits
SIAH1 antagonists – blockers of Siah-1 interaction with plectin peptide – biochemical, fluorescence polarization, rhodamine-plectin, uHTS, primary screen (AID 1817); one-dose displacement, % at 20 µM; IC50 in µM for titrated hits; 290,000 compounds, 0.02% hits; Siah-1 / rhodamine-plectin peptide fluorescence polarization; higher % means a stronger effect;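 active means displacement of at least 50% at 20 µM, with a fluorescence ratio check between 0.3 and a set limit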;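 further: plate controls were Siah plus tracer with DMSO for no effect and tracer alone without Siah for full effect; strong numbers were not always called active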
Myeloid diff 2 GFP+ MAC1+ % – second read-out of Myeloid diff 2, no call of its own (marks repeat the call); GFP+ MAC1+ double positive, %; measured here: differentiation confirmed by MAC1 staining
Starred values were filed as active, the others as inactive; i = inactive; · = not tested or not shown; & = joins results of further samples; [ ] = remark or other dose. Unless noted, no stated cut-off is given here; in the data, active means inhibition above about 50%; inactive means the rest. This is a subset; rates above refer to the full screens.

SMILES	Salmonella PhoP GFP	NOD1 NF-kB reporter	KOR beta-arrestin-1	HIV peptide binding	HEK293 NOD2/NF-kB	LYP phosphatase	Myeloid diff 2	Myeloid diff 2 GFP+ MAC1+ %	KOR beta-arrestin-2	SIAH1 antagonists
Cc1cc(-c2ccccc2)[nH]c(=O)c1S(=O)(=O)c1ccccc1	-3%	-2%	-9%	-0.4%	7%	-2%	i	0.0	1.2%	3%
CCOc1ccc(NC(=O)CN(C)c2ccc(S(=O)(=O)N(C(C)C)C(C)C)cn2)cc1OCC	-2%	-17%	4%	0.3%	16%	1%	i	0.2	4.5%	4%
Cn1c(Cn2c(=O)sc3ccccc32)nnc1SCC(=O)N1CCN(c2ccccc2)CC1	-5%	-27%	33%	0.1%	21%	1%	i	2.6	0.7%	42%
NC(=O)c1ccc(N2CCN(c3ncc(C(F)(F)F)cc3Cl)CC2)cc1	-6%	6%	29%	-1.4%	26%	-5%	i	0.2	-2.7%	-2%
CC(C)Cc1csc(NC(=O)c2ccc(Br)cc2)c1C(=O)O	-7%	29%	14%	30%	15%	-6%	i	1.5	3.8%	8%
CCOC(=O)Cc1csc(NC(=O)CSc2nnc(-c3ccncc3)o2)n1	8%	-2%	-9%[20 µM]	2.7%	12%	-8%	i	0.2	-3.5%	6%
Cn1c(-c2ccc3c(c2)OCO3)cnc1NC(=O)CCC(=O)NCCc1ccccc1	-9%	-43%	-35%	-0.8%	-41%	-12%	i	1.0	15%	1%
Cc1nn(-c2ccccc2)c(Cl)c1/C=N/NC(=O)c1ccn[nH]1	-6%	-43%	2%	-1.0%	-68%	-3%	i	3.6	-5.1%	2%
COc1ccc(OC)c(NC(=O)c2ccc(CSc3ncccn3)cc2)c1	-9%	-50%	22%[20 µM]	-0.5%	12%	-4%	i	0.0	-7.7%	2%
CC1CC(NC(=O)CCn2c(=O)oc3ccccc32)CC(C)(C)C1 (stereo not drawn)	5%	19%	15%	-1.5%	8%	-3%	i	2.7	2.3%	-2%
COc1cc(CC(=O)NCCc2ccc(S(N)(=O)=O)cc2)cc(OC)c1OC	-11%	-11%	-26%	-0.5%	2%	-8%	i	0.7	3.1%	2%
Cc1nn(C)c(C)c1S(=O)(=O)NC1CCCc2ccccc21 (stereo not drawn)	7%	-24%	8%	1.0%	12%	8%	i	1.2	-0.3%	6%
O=C(Nc1nccs1)c1ccc(COc2ccccc2)o1	3%	-20%	-1%	0.9%	-36%	-11%	i	1.0	1.6%	2%
CCC[C@@H](OS(N)(=O)=O)[C@@H](Cc1ccccc1)C(=O)OCC	10%	-16%	-30%[20 µM]	1.1%	1%	-10%	i	0.4	-1.7%	1%
CN(CC1CCCN(CCc2ccc(Cl)cc2)C1)C(=O)CC(F)(F)F (stereo not drawn)	-1%	-1%	-24%[20 µM]	0.1%	7%	-6%	i	0.4	-1.3%	3%
Fc1ccc(CN2CCN(C(=S)NCCc3ccccc3)CC2)c(Cl)c1	2%	-15%	-37%[20 µM]	-0.2%	8%	1%	i	0.1	-12%	5%
CN1OC(COC(=O)c2ccc(Cl)cc2Cl)CC1c1ccccc1 (stereo not drawn)	12%	10%	-20%	-0.7%	11%	-3%	i	0.7	4.4%	2%
CC(C)C(C)NC(=O)COC(=O)c1cc(S(=O)(=O)N(C)C)ccc1N1CCCC1 (stereo not drawn)	0%	-51%	-24%	0.8%	4%	-3%	·	·	-0.4%	4%
CC1(C)CC(NC(=O)C23CCC(C)(C(=O)C2=O)C3(C)C)CC(C)(C)N1 (stereo not drawn)	-8%	-21%	12%	2.0%	4%	-4%	i	0.0	-5.0%	-2%
O=C(Nc1c2c(nn1-c1ccccc1)CSC2)c1ccc(N2C(=O)CCC2=O)cc1	1%	-43%	-35%	1.5%	-6%	-2%	i	0.1	3.3%	1%

A draw from above in order of SMILES length, falling:
SMILES	Salmonella PhoP GFP	NOD1 NF-kB reporter	KOR beta-arrestin-1	HIV peptide binding	HEK293 NOD2/NF-kB	LYP phosphatase	Myeloid diff 2	Myeloid diff 2 GFP+ MAC1+ %	KOR beta-arrestin-2	SIAH1 antagonists
Cn1c(Cn2c(=O)sc3ccccc32)nnc1SCC(=O)N1CCN(c2ccccc2)CC1	-5%	-27%	33%	0.1%	21%	1%	i	2.6	0.7%	42%
NC(=O)c1ccc(N2CCN(c3ncc(C(F)(F)F)cc3Cl)CC2)cc1	-6%	6%	29%	-1.4%	26%	-5%	i	0.2	-2.7%	-2%
CN(CC1CCCN(CCc2ccc(Cl)cc2)C1)C(=O)CC(F)(F)F (stereo not drawn)	-1%	-1%	-24%[20 µM]	0.1%	7%	-6%	i	0.4	-1.3%	3%

Carrying on.
SMILES	Salmonella PhoP GFP	NOD1 NF-kB reporter	KOR beta-arrestin-1	HIV peptide binding	HEK293 NOD2/NF-kB	LYP phosphatase	Myeloid diff 2	Myeloid diff 2 GFP+ MAC1+ %	KOR beta-arrestin-2	SIAH1 antagonists
Cc1ccc(SCc2ccc(C(=O)Nc3ccccc3Br)cc2)cc1	1%	-11%	-8%	-0.8%	17%	-1%	i	0.4	-1.0%	0%
O=[N+]([O-])c1cc(C(F)(F)F)ccc1NCCOc1ccccc1	2%	-26%	4%	-0.9%	-21%	2%	i	0.9	2.4%	8%
Cc1ccn2cc(CCNS(=O)(=O)c3ccc4c(c3)CCCC4)nc2c1	-4%	-5%	-3%	0.2%	-1%	-3%	i	1.6	-1.9%	-7%
Fc1ccc(CN2CCN(c3ncccn3)CC2)c(F)c1	-6%	-18%	-39%[20 µM]	-0.3%	1%	-7%	i	0.5	-2.9%	-2%
Cc1ccc(N(C(=O)CC2NC(=O)NC2=O)C2(C(=O)NC3CCCC3)CCCCC2)cc1 (stereo not drawn)	-5%	-8%	-1%	1.4%	-14%	-3%	i	1.1	2.8%	0%
CCc1ccc2[nH]c(O)c(N=NC3=NC(=O)CS3)c2c1	7%	-7%	8%	5.9%	24%	1%	i	0.4	2.2%	-6%
COC(=O)c1ccccc1NC(=O)c1ccccc1SC	0%	17%	-25%	-1.2%	15%	-2%	i	0.8	6.0%	-2%
COc1ccc(-c2nc(CN3CCC(C(=O)NC4CC4)CC3)c(C)o2)cc1OC	2%	-8%	14%	0.4%	5%	-11%	i	0.8	2.8%	3%
CCC(Sc1nc(C)cc(C)n1)C(=O)Nc1nccs1 (stereo not drawn)	-4%	-25%	-26%	-0.6%	2%	-10%	i	0.4	5.6%	-2%
CN(Cc1ccc(F)cc1)C(=O)c1ccc2c(c1)NC(=O)CS2	0%	-10%	-12%	-0.6%	6%	7%	i	0.3	0.8%	2%
O=S(=O)(NCCc1ccncc1)c1cc(Br)ccc1F	-1%	-8%	25%	0.9%	18%	-3%	i	1.3	-0.3%	2%
COc1ccc(CNC(=O)N2CCN(S(=O)(=O)c3ccccc3F)CC2)cc1	0%	-4%	-11%	0.4%	12%	-4%	i	0.3	2.3%	0%
CCCCC(CCC(=O)O)(C(=O)OCC)c1csc(Nc2ccc(OCC)cc2)n1 (stereo not drawn)	-8%	1%	-5%	5.7%	-1%	1%	i	0.5	5.6%	2%
O=C(Nc1cccc(-c2cn3cccnc3n2)c1)c1ccco1	30%	·	18%	-1.1%	-1%	-16%	i	5.4	-3.4%	-1%
CCOC(=O)c1c(C)[nH]c(C)c1C(=O)COC(=O)c1ccc(Cl)c(S(N)(=O)=O)c1	3%	-28%	-36%	-0.6%	8%	-5%	i	0.3	0.9%	2%
Cc1cc(-n2nc(C)cc2C)nc(N)n1	7%	-2%	6%	-3.1%	14%	-3%	i	0.3	-2.7%	4%
Cc1ccc(SCC(=O)n2nc(C)cc2C)cc1	-8%	-28%	8%	0.1%	13%	-10%	i	0.3	0.3%	-2%
Cc1nc(-c2nnc(SCC(=O)Nc3ccc(C(F)(F)F)cc3)n2C)cs1	-8%	-13%	-33%	0.0%	-3%	-3%	i	0.6	3.9%	-3%
Fc1cccc(Nc2ncnc3[nH]ncc23)c1	1%	35%	-25%	0.2%	-26%	-7%	i	0.2	0.9%	-3%
COC(=O)c1sccc1NC(=O)CC1C(=O)NCCN1C(=O)Nc1ccccc1 (stereo not drawn)	1%	-4%	29%	-1.6%	-4%	-6%	i	0.4	3.3%	9%
CC(=O)OC1CCC(OC(C)=O)c2c1n([O-])c(C)c(C)[n+]2=O (stereo not drawn)	7%	80%*	-6%	-1.2%	14%	-10%	i	1.0	17%	-3%
CCCCCn1c(=N)n(CC(O)COc2ccccc2OC)c2ccccc21 (stereo not drawn)	0%&1%	-1%&2%	-32%&11%	-3.3%&-1.7%	-6%&-1%	-7%&-11%	i	5.8&6.1	1.5%&1.8%	0%&0%
Fc1ccc(Nc2nc(N/N=C/c3ccco3)nc(N3CCCCC3)n2)cc1	3%	-32%	6%	0.9%	-10%	8%	i	0.0	-1.7%	7%
NC(=O)c1nsc(C(=O)N(Cc2ccco2)C(C(=O)NCc2ccc(F)cc2)c2ccc(O)cc2)c1N (stereo not drawn)	13%	28%	-2%	0.3%	19%	-2%	i	0.6	-2.5%	4%
CC1CCN(C(=O)CSc2nc(C3CC3)nc3ccccc23)CC1	3%	12%	-2%	-2.0%	10%	-4%	i	0.2	-2.6%	-7%
CCn1cc(C(=O)NCC2CCCO2)c(=O)c2cc(S(=O)(=O)N(C)C)ccc21 (stereo not drawn)	1%	-6%	-27%	2.0%	11%	-3%	i	1.7	0.0%	-1%
O=C(NC(=O)c1c(Cl)cccc1Cl)Nc1ccc(Oc2cccnc2)nc1	-6%	8%	-26%	2.3%	23%	3%	i	0.3	-0.4%	-3%
Cc1cccc(N2CCN(C(=O)c3cc(S(=O)(=O)N4CCOCC4)cn3C)CC2C)c1 (stereo not drawn)	-7%	-18%	-46%	0.9%	2%	-6%	i	4.6	-3.3%	2%
O=c1c2c3nc4ccccc4nc3n(-c3ccc4c(c3)OCCO4)c2ncn1C1CCCC1	·	-28%	-1%	-0.5%	0%	3%	i	0.3	-0.3%	9%
COC(=O)CC1SC(=O)NC1=Nc1cccc(C)c1 (stereo not drawn)	-6%	-30%	-1%	1.1%	18%	3%	i	0.5	-1.5%	0%
Cc1nn(C(C)C(=O)NC2CCCCC2)c(=O)c2nn(-c3ccccc3)c(C)c12 (stereo not drawn)	-2%	-19%	-5%	0.1%	13%	-10%	i	0.4	-1.5%	12%
Cc1cccc(OCCCN2CCCCCC2)c1	9%	2%	34%	1.2%	8%	-12%	i	1.5	-3.0%	-2%
Cc1ccccc1C1C(C#N)=C(N)N(N(C)C)C2=C1C(=O)CC(C)(C)C2 (stereo not drawn)	11%	-10%	18%	-1.8%	-14%	-8%	i	0.1	0.3%	1%
NNC(=O)c1nc[nH]c1C(=O)Nc1ccccc1[N+](=O)[O-]	-2%	-4%	-15%	-3.8%	-11%	-6%	i	0.2	-3.0%	-7%
CCC(C)NS(=O)(=O)c1ccc(OC)c(Cl)c1Cl (stereo not drawn)	1%	13%	-31%	-3.1%	5%	-10%	i	0.5	-6.0%	-5%
COc1cccc(C2=CC(c3ccc(N(C)C)cc3)n3nnnc3N2)c1 (stereo not drawn)	-11%	-30%	-12%	1.0%	-10%	-3%	i	0.9	0.0%	-2%
COC(=O)C1=C(NC(=O)c2ccc(Br)cc2)CCS1	-8%	-31%	-35%	2.0%	-18%	1%	i	0.1	4.4%	-5%
